Screens (PubChem BioAssay)
uPA generation: blocks generation of uPA at the cell surface; cell surface uPA generation assay, qHTS; Potency, µM (highest dose often 38.3 µM), without a hit: top-dose activity change, negative = inhibition, most hits filed as inhibitors; 330,000 compounds, 0.31% hits; active means well fitted inhibition curve with a large enough effect; inconclusive means small, poorly fitted or top-dose-only effect; inactive means no such curve, though single readings can be large or run the other way; tested in mouse RAW 264.7 cells; further: potency means the concentration at half of the fitted maximal effect; on the % scale 0 is the no-effect control and ±100 the full control effect; nearly all actives have a fitted effect of over 55% in size
USP2a block: blocks human ubiquitin-specific protease USP2a; AID 463254; USP2 core, Ub-CHOP2 coupled fluorogenic reporter, 485/531; Potency, µM (series often up to 38.3 µM), inactives show at the top dose activity change, negative = inhibition, usual class: inhibitors; 330,000 compounds, 0.01% hits;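 further: potency means the concentration at half of the fitted maximal effect; plate controls were DMSO wells for no effect and full inhibition by NEM control for full effect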
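USP2 core (10nM final) preincubated 30min RT with compound in 20mM Tris-HCl pH 8.0, 2mM CaCl2, 2mM beta-mercaptoethanol, 0.05% CHAPS; 25nM Ub-CHOP2 plus 25nM reporter substrate added, fluorescence (Ex485/Em531) read after 60min.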
p53 reactivator: re-activators of mutant p53. H1299 p53-A138V BP100-luciferase reporter, luminescence, 24 h. Potency, µM (doses to about 92.2 µM), for inactives: at the top dose activity change, positive = activation, usual class: activators. 320,000 compounds, 0.063% hits. AID 504706; further: potency means the concentration at half of the fitted maximal effect; % of control where 0% means no effect; nearly all actives have a fitted effect of over 45% in size
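p53-null H1299 cells stably carrying temperature-sensitive p53-A138V and a BP100-luciferase reporter were pinned with compounds (4-point, 1:5 series) and held 24 hrs at 37 deg C. Luminescence was read 10 min after detection reagent.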
BRCA1 expr up: increases BRCA1 expression | AID 624202 | MCF7-BRCA1-FFLuc reporter, luminescence, 48 h; response scale: scaled: vehicle 0%, 10 µM genistein 100% | Potency, µM (titrated, usually from 46.1 µM), without a hit: at the highest dose activation, most hits filed as activators | 380,000 compounds, 1.1% hits; further: potency means the concentration at half of the fitted maximal effect; nearly all actives have a fitted effect of over 80% in size; some results filed as inactive show a strong effect at the top dose
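Cells: MCF7-BRCA1-FFLuc, 2000/well. Exposure: 48 h, 37 °C, 5% CO2. Read: luminescence, 15 min post-substrate. Controls: genistein 10 microM (maximal activation), DMSO (neutral).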
S-ASM inh: blocks human secretory acid sphingomyelinase; P17405; placental ASM, HMU-PC fluorogenic substrate, 60 min; Potency, µM (highest dose often 57.5 µM), without a hit: at the highest dose activity change, negative = inhibition, hits mostly inhibitors; 340,000 compounds, 0.006% hits; further: potency means the concentration at half of the fitted maximal effect
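Human placenta-derived ASM preincubated with compound 10 min at room temperature, then reacted with 9 uM (final) fluorogenic HMU-PC substrate for 60 min at 37 C. Stop solution raises pH to 10; fluorescence read at Ex 386/Em 447 nm.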
ELG1 genotoxic: inducers of genotoxicity in HEK293T ELG1-luciferase cells. HEK293T ELG1-luciferase reporter, luminescence, 16 h. Potency, µM (titrated, usually from 46 µM), without a hit: top-dose activity change, positive = activation, most hits filed as activators. 330,000 compounds, 1.3% hits. AID 504466; further: potency means the concentration at half of the fitted maximal effect; % of control where 0% means no effect; nearly all actives have a fitted effect of over 60% in size
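Genotoxic stress is detected as increased luminescence from luciferase-tagged ELG1 in HEK293T cells, measured with ONE-Glo after a 16 hr treatment at 37 °C.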
a7 integrin act: activates integrin-mediated alleviation for muscular dystrophy. Potency, µM (series often up to 38.3 µM), for inactives: at the top dose activation, usual class: activators. 350,000 compounds, 0.064% hits. alpha7betagal myoblasts, beta-gal FDG fluorescence, 48 h;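 further: potency means the concentration at half of the fitted maximal effect; 100% = response of the positive control SU9516; nearly all actives have a fitted effect of over 60% in size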
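Alpha7betagal+/- myoblasts (passage 13) were plated 16-24 hr, then exposed to compounds (1:260 dilution of DMSO stock) for 48 hours at 37C. After MPER lysis, β-galactosidase reporter activity was read as FDG fluorescence (ex 480/em 540) after 30 minutes.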
B2AR arrestin: beta2AR (human) beta-arrestin recruitment activity. P07550. beta-arrestin recruitment to beta2AR, cell-based reporter. Potency, µM (top dose mostly 46.1 µM), for the others: top-dose activation, hits mostly activators. 330,000 compounds, 0.02% hits;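 further: potency means the concentration at half of the fitted maximal effect; 0% = DMSO controls and full agonism = EC100 isoproterenol or metaproterenol; nearly all actives have a fitted effect of over 65% in size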
Target sequence (P07550 whole entry, looked up): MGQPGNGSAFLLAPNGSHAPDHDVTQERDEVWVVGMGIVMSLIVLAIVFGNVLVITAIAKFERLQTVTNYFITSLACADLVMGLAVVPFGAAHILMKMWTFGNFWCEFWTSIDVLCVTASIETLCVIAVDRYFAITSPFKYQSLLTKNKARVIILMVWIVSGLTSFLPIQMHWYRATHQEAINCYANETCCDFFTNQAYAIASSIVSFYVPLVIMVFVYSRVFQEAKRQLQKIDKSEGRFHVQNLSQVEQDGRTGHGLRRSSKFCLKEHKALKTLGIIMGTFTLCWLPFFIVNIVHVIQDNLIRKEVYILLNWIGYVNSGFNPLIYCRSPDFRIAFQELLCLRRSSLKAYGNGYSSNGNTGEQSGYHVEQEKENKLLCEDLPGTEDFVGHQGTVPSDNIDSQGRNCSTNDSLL
TSG101-PTAP inh: blocks PTAP/TSG101 interaction to inhibit HIV-1 budding; Q99816; Potency, µM (doses to about 115 µM), for inactives: at the highest dose activity change, negative = inhibition, usual class: inhibitors; Fluorescence polarization, FITC-PTAP peptide / Tsg101 binding; 340,000 tested, under 10 active; active means well fitted inhibition curve with a large enough effect in the main read-out, with a control signal flat, not every such curve was filed as active; inconclusive means small, poorly fitted or top-dose-only effect, or effect the other way, or a change in a side signal; inactive means no such curve, though single readings can be large or run the other way; further: potency means the concentration at half of the fitted maximal effect; % of control where 0% means no effect
Target sequence (Q99816 whole entry, looked up): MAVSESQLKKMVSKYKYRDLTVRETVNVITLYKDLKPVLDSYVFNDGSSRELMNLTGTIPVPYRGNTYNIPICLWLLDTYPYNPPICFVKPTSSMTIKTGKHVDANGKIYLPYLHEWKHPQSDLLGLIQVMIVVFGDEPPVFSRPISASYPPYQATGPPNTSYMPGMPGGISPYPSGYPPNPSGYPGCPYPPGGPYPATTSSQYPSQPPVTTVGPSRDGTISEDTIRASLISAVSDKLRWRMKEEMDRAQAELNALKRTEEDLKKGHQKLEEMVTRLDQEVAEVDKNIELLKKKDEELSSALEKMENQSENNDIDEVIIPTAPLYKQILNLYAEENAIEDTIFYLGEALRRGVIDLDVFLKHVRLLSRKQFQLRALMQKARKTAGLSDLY
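Tsg101 binding domain (10 uM final) was mixed with compound and a FITC-labeled PTAP peptide (50 nM final) in HEPES pH 7.5 buffer with NaCl, Tween 20, EDTA and TCEP; fluorescence polarization was read after 20 min at r.t.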
TRPV1 agonist: human TRPV1 agonism. Q8NER1. TRPV1-expressing cells, Fluo-8 calcium influx, agonist mode. activation, % at 8.33 µM. 320,000 compounds, 0.19% hits; in the data active means activation above about 80%; inconclusive means between about 30% and that limit; further: 0% is about no effect
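TRPV1-expressing cells were cultured overnight at 35.5C and loaded with Fluo-8 calcium dye for 40 to 90 min at room temperature. After a 10 s baseline, compound was added and calcium influx was read kinetically for 3 min (ex 480/em 520 nm).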
Eya2 phos inh: inhibitors of human Eya2 phosphatase activity. O00167. recombinant Eya2, OMFP fluorescence dephosphorylation (OMFP is methylfluorescein phosphate). Potency, µM (series often up to 76.9 µM), for the others: at the top dose activity, negative = inhibition, hits mostly inhibitors. 330,000 compounds, 0.006% hits. AID 488837; further: potency means the concentration at half of the fitted maximal effect; on the % scale 0 is the no-effect control and ±100 the full control effect
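Eya2 (0.2 uM) preincubated 10 min at ambient with compound, then OMFP substrate added at 50 uM; 10 min reaction in 50 mM HEPES pH 7.5, 50 mM NaCl, 5 uM MgCl2, 0.05% BSA, 1 mM DTT. Fluorescence read at Ex 485/Em 525 nm.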
Numbers without * were called inactive; ? = inconclusive; . = not tested or not shown; [ ] = remark or other dose. Unless noted, the call rests on the fitted dose curve; in most records, active means well fitted curve in the direction sought with a large enough effect; inconclusive means small, poorly fitted or top-dose-only effect, or another doubt; inactive means no such curve, though single readings can be large; an effect the other way counts as inactive or inconclusive. Compounds were not picked by outcome; any-hit rate near 2.6%.

SMILES	uPA generation	USP2a block	p53 reactivator	BRCA1 expr up	S-ASM inh	ELG1 genotoxic	a7 integrin act	B2AR arrestin	TSG101-PTAP inh	TRPV1 agonist	Eya2 phos inh
CC(=O)Nc1ccc(Nc2cc(C)nc3c(-c4ccccc4)cnn23)cc1	3%	1%	35%	-61%	17%	1.5µM*	-31%	0.7%	0%	3	-4%
COc1ccc(C(=O)NNC(=O)C(=O)NC2CCCCC2)cc1	-1%	1%	0%	-6%	-5%	0%	-10%	-0.4%	0%	1	-17%
Cc1ccc(/C=C2\SC(=S)N(c3c(C)n(C)n(-c4ccccc4)c3=O)C2=O)cc1	-21%	-3%	-2%	-9%	-14%	0%	-40%	-0.2%	-3%	-5	-13%
C[C@@H]1CN([C@@H](C)CO)C(=O)c2cc(NS(C)(=O)=O)ccc2O[C@@H]1CN(C)S(=O)(=O)c1ccccc1	6%	0%	6%	8%	2%	5%	34%	5.5%	1%	.	2%
COCCNc1nc(SCc2ccccc2)nc2sc3c(c12)CCC3	-5%	1%	5%	2%	-10%	-2%	-35%	0.4%	1%	3	-21%
CCc1nnc(NC(=O)c2cc(S(=O)(=O)N3CCCCC3)ccc2C)s1	-17%	2%	11%	-2%	5%	-2%	-6%	-0.1%	-4%	2	8%
NS(=O)(=O)c1ccc(NC(=O)COC(=O)c2cn(-c3ccccc3)nc2-c2ccccc2)cc1	1%	-8%	-1%	1%	-2%	1%	9%	-0.2%	-4%	?	-2%
COc1cccc2cc(C(=O)Nc3ccccc3C)/c(=N/NS(=O)(=O)c3ccccc3)oc12	-2%	5%	15%	-12%	-2%	-1%[9.26 µM]	24%	0.3%	0%	2	2%
CC1(C)CC(=O)CC(=Nc2ccc(C(=O)O)cc2)C1	3%	-1%	2%	13%	11%	0%	-6%	0.0%	-2%	0	17%
C=CC[C@H](CC(=O)N(CCO)Cc1ccccc1)C(=O)NCCOC(=O)[C@@H](CC=C)Cc1ccc(F)cc1	3%	2%	-2%	-19%	6%	-5%	25%	0.3%	.	.	1%
O=S(=O)(c1cc(F)ccc1F)N1CCN2CCCC2C1 (stereo not drawn)	-1%	-1%	5%	18%	1%	0%	-37%	-0.5%	-6%	-2	-15%
COCC(=O)Nc1cc(C)c2c(=O)oc3ccccc3c2n1	8%	0%	-1%	0%	3%	1%	25%	-0.3%	-6%	3	-7%
Cc1ccc(S(=O)(=O)Cc2ccc(C(=O)N3CCN(c4ccccn4)CC3)o2)cc1	-28%	?	-1%	-27%	-3%	-11%	20%	-0.1%	-2%	0	-10%
Cc1ccnc(NC(=O)CCC(=O)N(CC(=O)NCCc2ccccc2)Cc2cccs2)c1	-15%	0%	-1%	-10%	3%	-1%	-7%	-0.2%	-4%	2	3%
O=[N+]([O-])c1cccc(-c2csc(CS(=O)(=O)Cc3ccco3)n2)c1	6%	3%	1%	-4%	-4%	0%	?	-0.2%	-2%	1	8%
Cc1noc(C)c1C(=O)NCCc1ccc(S(N)(=O)=O)cc1	1%	0%	?	6%	0%	2%	23%	0.2%	-1%	-1	8%
CCOc1ccc(NC(=O)c2nn(C)c(C(=O)Nc3ccc(OCC)cc3)c2[N+](=O)[O-])cc1	-1%	3%	.	-15%	-2%	3%	5%	-0.3%	-8%	0	-1%
COCc1cc(C)nc(NC2CCCCC2)c1C#N	2%	0%	-3%	-22%	35%	?	-19%	-0.3%	-1%	4	-6%
O=C(COC(=O)c1cccc(N2C(=O)C3CC=CCC3C2=O)c1)c1ccccc1 (stereo not drawn)	-2%	2%	?	-10%	-10%	4%	18%	0.0%	1%	3	1%
Cc1ccccc1NC1=CC(=O)CC(C)(C)C1	.	0%	8%	8%	-1%	-2%	-2%	0.2%	-4%	4	-10%
Cc1ccc(C(c2nnnn2C2CCCC2)N2c3ccccc3CC2C)cc1 (stereo not drawn)	-3%	0%	19%	1%	-2%	4%	-38%	-0.3%	1%	10	-5%
O=C(O)/C(=C\c1ccccc1Cl)c1ccc(S(=O)(=O)N2CCCCC2)s1	10%	0%	-5%	-13%	12%	1%	-12%	11%	-1%	-5	1%
CCOC(=O)N1CCN(C(=O)c2cccc(N3C(=O)NC4CC3(C)Oc3ccccc34)c2)CC1 (stereo not drawn)	-3%	-1%	0%	-24%	5%	1%	8%	-1.6%	-1%	0	1%
CCOc1cc(C)c(C(C)C)cc1S(=O)(=O)N1CC(C)OC(C)C1 (stereo not drawn)	5%	-2%	-8%	-34%	4%	-10%	9%	0.0%	-3%	?	-26%
CCC[C@@H](CN1CCC[C@H]1CN1C(N)=NC[C@H]1CC(C)C)N1C[C@@H]([C@H](C)CC)N(CCc2ccc(Cl)c(Cl)c2)C1=N	-11%	1%	0%	4%	8%	0%	2%	2.6%	-3%	.	-2%

(list continues)
SMILES	uPA generation	USP2a block	p53 reactivator	BRCA1 expr up	S-ASM inh	ELG1 genotoxic	a7 integrin act	B2AR arrestin	TSG101-PTAP inh	TRPV1 agonist	Eya2 phos inh
CC(Nc1cc(N2CCN(S(=O)(=O)N(C)C)CC2)ccc1[N+](=O)[O-])c1ccccc1 (stereo not drawn)	1%	4%	-9%	-14%	-8%	-4%	0%	0.4%	-3%	23	-2%
COc1ccc(/C=C/c2nnc(NC(=O)COc3ccc(C)cc3)s2)cc1	7%	0%	4%	69%	.	10%	5%	-0.5%	-2%	-4	-15%
COc1ccc(N2CCN(C(=O)COC(=O)CNC(=O)c3ccccc3)CC2)cc1	8%	0%	5%	-7%	0%	10%	?	-0.3%	-3%	2	-6%
Cc1ccc(C)c(-c2nc3cc(N)ccc3o2)c1	-7%	6%	-17%	61%	51%[activator]	10µM*	10%	-0.4%	-3%	12	2%
CCOC(=O)N1CC=C2C(C#N)=C(N)C(C#N)(C#N)[C@H](c3cccs3)[C@H]2C1	.	-2%	10%	-12%	53%[activator]	-10%	-1%[7.66 µM]	0.4%	-10%	-2	5%
COC(=O)c1ccc(COc2ccc(Cl)cc2)o1	6%	0%	13%	86%	0%	8%	-10%	-0.7%	-6%	0	-15%
Cc1ccc(-c2csc(NC(=O)c3c(C)noc3C)n2)cc1	?	-6%	?	64%	-12%	-1%	-44%	-0.2%	-3%	5	-3%
Cc1ccc(NC(=O)Cn2nnc(C(=O)Nc3ccc(F)c(Cl)c3)c2N)cc1	-6%	1%	3%	6%	-1%	?	2%	-0.5%	-7%	1	-3%
O=C(C[n+]1cccc(CNC(=O)c2ccc(OC(F)F)cc2)c1)Nc1cc(C(F)(F)F)ccc1Cl	7%	4%	-5%	-17%	-6%	-2%	-8%	-0.3%	0%	3	-17%
COc1ccc(CN2C(=NC(=O)c3ccccc3)SC3CS(=O)(=O)CC32)cc1 (stereo not drawn)	6%	0%	12%	2%	0%	11%	18%	-0.4%	-1%	1	-3%
CCOC(=O)c1cc(-c2csc(COc3ccc(Cl)cc3)n2)on1	1%	0%	-1%	-9%	4%	-3%	5%	-0.9%	-4%	3	10%
CCOC(=O)C1=C(C(=O)OCC)N(CC)CCC1=O	17%	.	.	11%	5%	.	18%	.	-5%	.	.
Cc1ccc(N=C2NC(=O)C(CO)(CO)S2)cc1	-2%	-1%	.	50%	-2%	11%	23%	0.0%	2%	-4	-2%

Complete entries as entered above:
`O=C(C[n+]1cccc(CNC(=O)c2ccc(OC(F)F)cc2)c1)Nc1cc(C(F)(F)F)ccc1Cl` across the screens: uPA generation: 7%; USP2a block: 4%; p53 reactivator: -5%; BRCA1 expr up: -17%; S-ASM inh: -6%; ELG1 genotoxic: -2%; a7 integrin act: -8%; B2AR arrestin: -0.3%; TSG101-PTAP inh: 0%; TRPV1 agonist: 3; Eya2 phos inh: -17%
`CCOC(=O)c1cc(-c2csc(COc3ccc(Cl)cc3)n2)on1` across the screens: uPA generation: 1%; USP2a block: 0%; p53 reactivator: -1%; BRCA1 expr up: -9%; S-ASM inh: 4%; ELG1 genotoxic: -3%; a7 integrin act: 5%; B2AR arrestin: -0.9%; TSG101-PTAP inh: -4%; TRPV1 agonist: 3; Eya2 phos inh: 10%
